V-ATPase pHluor – regulators of yeast V-ATPase proton pumping, primary screen, pHLuorin cytosolic pH fluorescence | S. cerevisiae | response, % at 10 µM | 350,000 compounds, 0.37% hits | AID 504577, 2011; in the data active = response mostly above about 7.3%, no sharp cut-off; inactive = mostly below about 5.4%; note: actives read high; inactives centre near 0; some compounds called inactive have numbers as strong as hits; reference of the scale not given here
DSG3 Ab inh – inhibitors of pemphigus antibody binding to DSG3, primary screen, biochemical, bead-based, flow cytometry, scFv-GFP. DSG3-coupled beads, scFv-anti-DSG3-GFP binding; active compounds read low. binding (percent of control), % at 10 µM. 310,000 compounds, 0.48% hits. AID 588358, 2011;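 active = binding more than 3 SD below its plate's average and above zero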;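 note: hits lower antibody fragment binding to DSG3; some compounds called inactive have numbers as strong as hits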
Arrestin-AP2 inh – inhibitors of beta-arrestin/AP2 binding, primary screen, biochemical, GPCR trafficking, flow cytometry | beta-arrestin 1 C-terminal peptide binding to AP2 beta2-adaptin appendage (human) | FITC-arrestin peptide / GST-AP2 beads; AP2 beta2 appendage carries R879A mutation | inhibition, % at 10 µM | 340,000 compounds, 0.31% hits | AID 504490, 2011;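 active = inhibition above a set limit, near 3 SD of compounds lacking own fluorescence, cut at about 54% in these data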;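 note: plate controls were DMSO wells for no effect and 5 µM unlabelled arrestin peptide for full effect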
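Assay system: GST-AP2 R879A bound to glutathione beads, E. coli-expressed; Medium: PBS with 0.05% Tween 20 and 0.1% BSA; Also added: fluorescein-tagged arrestin peptide at 50 nM final; Timing: 12 min plus 1 h, RT; Measured by: flow cytometry, FL1 (488/535 nm); Evaluation: percent drop in bead-associated FITC signal.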
MOR-DOR inv ag – inverse agonists of MOR-DOR heterodimerization, primary screen, cell-based, luminescence; 340,000 compounds, 0.21% hits; cell-based MOR-DOR heterodimer luminescence, inverse agonism; Mu-type opioid receptor (Homo sapiens) + Delta-type opioid receptor (Homo sapiens), …; AID 504357, 2011; inhibition, % at 9.3 µM; in the data active = inhibition above about 22%, passing the limit was not always enough;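 note: 0% = cells with DMSO and 100% = wells without cells with DMSO; values of inactives mirror those of a sister screen read the other way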
Target sequence (P35372 whole entry, looked up): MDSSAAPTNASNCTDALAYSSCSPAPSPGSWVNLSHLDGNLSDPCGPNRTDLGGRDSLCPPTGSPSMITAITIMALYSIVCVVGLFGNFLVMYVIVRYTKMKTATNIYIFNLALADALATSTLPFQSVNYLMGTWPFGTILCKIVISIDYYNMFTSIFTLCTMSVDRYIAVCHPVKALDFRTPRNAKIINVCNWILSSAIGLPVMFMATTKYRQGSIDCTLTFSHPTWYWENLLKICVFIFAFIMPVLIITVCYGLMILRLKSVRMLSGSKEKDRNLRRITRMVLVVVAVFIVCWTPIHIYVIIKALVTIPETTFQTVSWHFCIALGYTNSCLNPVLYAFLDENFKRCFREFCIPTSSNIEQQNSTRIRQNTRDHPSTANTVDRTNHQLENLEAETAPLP
Target sequence (P41143 whole entry, looked up): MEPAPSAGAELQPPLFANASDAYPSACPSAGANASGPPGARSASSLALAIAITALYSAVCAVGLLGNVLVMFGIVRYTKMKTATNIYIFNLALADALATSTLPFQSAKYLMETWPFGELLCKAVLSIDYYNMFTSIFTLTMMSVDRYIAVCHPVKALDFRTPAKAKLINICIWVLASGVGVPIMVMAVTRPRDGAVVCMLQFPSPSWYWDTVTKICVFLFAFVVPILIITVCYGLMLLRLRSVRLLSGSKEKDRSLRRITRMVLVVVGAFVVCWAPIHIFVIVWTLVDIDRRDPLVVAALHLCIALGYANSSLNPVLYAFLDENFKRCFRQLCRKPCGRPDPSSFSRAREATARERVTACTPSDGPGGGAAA
Cardiac RTF inh – cardiac RTF calcium sensitivity inhibitors, primary screen, biochemical, IANBD-TnC fluorescence, EC70 calcium. Troponin I, cardiac muscle (Homo sapiens) + Troponin T, cardiac muscle (Homo sapiens) + …. IANBD-labeled cardiac RTF, Ca2+ fluorescence. inhibition, % at 7.15 µM. 340,000 compounds, 0.12% hits. AID 493244, 2011;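 active = inhibition above the mean inhibition of all tested compounds plus 3 SD, cut at about 17% in these data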;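 note: assay run at fixed EC70 calcium of 1.6 mM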
Wnt act – Wnt/beta-catenin pathway activators, primary screen, cell-based, plate reader, single point. Wnt/beta-catenin reporter cell assay, activator. activation, % at 9.35 µM. 300,000 compounds, 1.2% hits; in the data active = activation above about 30%, passing the limit was not always enough;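 note: 0% = neutral control wells and 100% = positive control wells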
C-LANA FP – inhibitors of KSHV C-LANA binding to DNA, primary screen, biochemical, fluorescence polarization, FAM-LBS DNA, MBP-C-LANA, single point | Kaposi's sarcoma herpesvirus LANA C-terminal domain (residues 932-1162) DNA binding | inhibition, % at 9 µM | 340,000 compounds, 0.078% hits;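 active = highest replicate inhibition at or above 60% at 9 µM, even if other replicates fall short; inactive = all replicates below 60% inhibition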;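 note: 0% = neutral control wells and 100% = 4 µM acridine orange control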
MOR-DOR ag – agonists of OPRM1-OPRD1 heterodimerization, primary screen, cell-based, luminescence | Mu-type opioid receptor (Homo sapiens) + Delta-type opioid receptor (Homo sapiens), … | cells | activation, % at 9.3 µM | 340,000 compounds, 0.3% hits; in the data active = activation above about 18%;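 note: 0% = vehicle-treated cells and 100% = reference agonist; values of inactives mirror those of a sister screen read the other way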
Keap1-Nrf2 PPI – Keap1-Nrf2 protein-protein interaction inhibitors, primary screen, biochemical, fluorescence polarization, single point | 340,000 compounds, 0.15% hits | Kelch-like ECH-associated protein 1 (Homo sapiens), Q14145 | inhibition, % at 9.4 µM | Keap1 Kelch-Nrf2 peptide fluorescence polarization, 1536-well; in the data active = inhibition above about 12%;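 note: human Keap1 Kelch domain with fluorescein labeled Nrf2 9mer peptide probe; 0% = neutral control wells and 100% = peptide positive control; higher means more block of Keap1 binding to Nrf2 peptide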
cardiac RTF act – cardiac RTF calcium sensitivity activators, primary screen, biochemical, IANBD-TnC fluorescence, EC20 calcium; activation, % at 7.2 µM; Troponin I, cardiac muscle (Homo sapiens) + Troponin T, cardiac muscle (Homo sapiens) + …; 340,000 compounds, 0.24% hits; IANBD-labeled TnC RTF fluorescence at EC20 calcium; 0% EC20 calcium, 100% full calcium;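 active = activation above the mean over all tested compounds plus 3 SD, cut at about 30% in these data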;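 note: rise in fluorescence read as greater calcium sensitivity of cardiac thin filaments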
The depositor's hits bear a star.

Screening O=C(c1ccoc1)N1CCCC(N2CCN(c3cccc(C(F)(F)F)c3)CC2)C1 (centres undefined) returned V-ATPase pHluor -5, DSG3 Ab inh 102, Arrestin-AP2 inh 5, MOR-DOR inv ag 7, Cardiac RTF inh -2, Wnt act 15, C-LANA FP -1.6, MOR-DOR ag -1.4, Keap1-Nrf2 PPI -6 and cardiac RTF act 0.
CCOc1ccccc1NC(=O)CSc1nnc(-c2cnccn2)n1C was read as V-ATPase pHluor -1, DSG3 Ab inh 97, Arrestin-AP2 inh 22, MOR-DOR inv ag 23, Cardiac RTF inh 1, C-LANA FP 1.4, MOR-DOR ag -5.3, Keap1-Nrf2 PPI 1 and cardiac RTF act 0.
Screening CC(C)CN1CN(Cc2ccccc2)CNC1=S returned V-ATPase pHluor 5, DSG3 Ab inh 95, Arrestin-AP2 inh 25, MOR-DOR inv ag 11, Cardiac RTF inh 1, Wnt act 0, C-LANA FP -0.5, MOR-DOR ag -1.8, Keap1-Nrf2 PPI -2 and cardiac RTF act 1.
O=C(NC1CCCCCC1)C1CCN(S(=O)(=O)c2cnc[nH]2)CC1 was read as V-ATPase pHluor 0, DSG3 Ab inh 101, Arrestin-AP2 inh 7, MOR-DOR inv ag 18, Cardiac RTF inh -7, Wnt act 1, C-LANA FP -0.5, MOR-DOR ag -3.6, Keap1-Nrf2 PPI 3 and cardiac RTF act 0.
`CC(=O)c1ccc(-c2nc3c4ccccc4ccn3c2C(C)=O)o1` gave V-ATPase pHluor 5, DSG3 Ab inh 99, Arrestin-AP2 inh -4, MOR-DOR inv ag 1, Cardiac RTF inh -4, C-LANA FP -3.9, MOR-DOR ag -0.1, Keap1-Nrf2 PPI -2 and cardiac RTF act 6.
For CC(C)(C)NC(=O)NC(=O)CN1C(=O)NC(c2ccccc2)(c2ccccc2)C1=O the results were V-ATPase pHluor 1, DSG3 Ab inh 116, Arrestin-AP2 inh 19, MOR-DOR inv ag -1, Cardiac RTF inh -20, Wnt act -2, C-LANA FP -1.6, MOR-DOR ag 0.2, Keap1-Nrf2 PPI 2 and cardiac RTF act 1.
Cc1ccc2cccc(O)c2[n+]1[O-] was read as V-ATPase pHluor 1, Arrestin-AP2 inh 5, MOR-DOR inv ag -24, Cardiac RTF inh 2, Wnt act 1, C-LANA FP -0.7, MOR-DOR ag 4.3, Keap1-Nrf2 PPI -6 and cardiac RTF act 0.
`CC1=C/C(=C(/c2cc(C)c(O)c(Br)c2)c2ccccc2S(=O)(=O)O)C=C(Br)C1=O` gave V-ATPase pHluor -3, DSG3 Ab inh 99, Arrestin-AP2 inh 31, MOR-DOR inv ag 20, Cardiac RTF inh 1, Wnt act 0, C-LANA FP 6.2, MOR-DOR ag -3.5, Keap1-Nrf2 PPI 2 and cardiac RTF act -3.
Cc1cccc(N(C(=O)c2snc(C(N)=O)c2N)C(C(=O)NCc2ccccc2)c2ccncc2)c1 (centres undefined) was read as V-ATPase pHluor -1, Arrestin-AP2 inh 20, MOR-DOR inv ag -4, Cardiac RTF inh 12, Wnt act -2, C-LANA FP 0.2, MOR-DOR ag 0.5, Keap1-Nrf2 PPI 3 and cardiac RTF act -5.
`O=C(NC12CC3CC(CC(C3)C1)C2)N1CCCC(CO)C1` (centres undefined) gave V-ATPase pHluor 2, DSG3 Ab inh 103, Arrestin-AP2 inh 10, MOR-DOR inv ag 3, Cardiac RTF inh -9, Wnt act -1, C-LANA FP 0.5, MOR-DOR ag -0.6, Keap1-Nrf2 PPI -4 and cardiac RTF act -6.
COc1ccccc1C(=O)Nc1ccc2c(c1)OCCO2 was read as V-ATPase pHluor 2, Arrestin-AP2 inh 1, MOR-DOR inv ag 8, Cardiac RTF inh -5, C-LANA FP 0.4, MOR-DOR ag -1.9, Keap1-Nrf2 PPI -2 and cardiac RTF act 2.
For O=C(NCC1CCCO1)c1ccccc1NC(=O)c1cccc2ccccc12 (centres undefined) the results were V-ATPase pHluor 2, DSG3 Ab inh 100, Arrestin-AP2 inh -10, MOR-DOR inv ag 10, Cardiac RTF inh -6, C-LANA FP -1.1, MOR-DOR ag -2.2, Keap1-Nrf2 PPI 4 and cardiac RTF act 2.
CCOC(=O)c1cc(C)sc1/N=C/C1C(=O)CC(C)(C)CC1=O was read as V-ATPase pHluor -4, DSG3 Ab inh 96, Arrestin-AP2 inh 30, MOR-DOR inv ag 12, Cardiac RTF inh 4, Wnt act 1, C-LANA FP -1.7, MOR-DOR ag -2.2, Keap1-Nrf2 PPI 0 and cardiac RTF act -6.
For CC1(C)CC(=O)C(C=NCCN2CCN(C(=O)c3ccc(Br)cc3)CC2)=C(O)C1 the results were V-ATPase pHluor -3, Arrestin-AP2 inh 25, MOR-DOR inv ag 7, Cardiac RTF inh -8, Wnt act 3, C-LANA FP 1.1, MOR-DOR ag -1.1, Keap1-Nrf2 PPI 1 and cardiac RTF act -1.
Screening COc1ccc(C2(C)NC(=O)NC2=O)cc1OC (centres undefined) returned V-ATPase pHluor 1, Arrestin-AP2 inh 3, MOR-DOR inv ag 1, Cardiac RTF inh -7, Wnt act -6, C-LANA FP -0.2, MOR-DOR ag -0.1, Keap1-Nrf2 PPI -8 and cardiac RTF act 3.
For Cc1cc(C(=O)N2CCCC(N3CCN(c4cccc(C(F)(F)F)c4)CC3)C2)no1 (centres undefined) the results were V-ATPase pHluor -4, DSG3 Ab inh 100, Arrestin-AP2 inh 33, MOR-DOR inv ag -4, Cardiac RTF inh 1, Wnt act 1, C-LANA FP -1.5, MOR-DOR ag 0.7, Keap1-Nrf2 PPI -4 and cardiac RTF act 6.
`CC(=O)NS(=O)(=O)c1ccc(N=c2ssc3c2-c2cc(C)ccc2NC3(C)C)cc1` gave V-ATPase pHluor 0, DSG3 Ab inh 101, Arrestin-AP2 inh 4, MOR-DOR inv ag 15, Cardiac RTF inh -2, Wnt act -6, C-LANA FP 2.7, MOR-DOR ag -2.9, Keap1-Nrf2 PPI -5 and cardiac RTF act -2.
CCOC(=O)C(NCc1ccc2c(c1)OCO2)(NC(=O)c1ccccc1)C(F)(F)F (centres undefined) was read as V-ATPase pHluor -8, DSG3 Ab inh 99, Arrestin-AP2 inh 5, MOR-DOR inv ag 8, Cardiac RTF inh -3, Wnt act 8, C-LANA FP 0.9, MOR-DOR ag -1.3, Keap1-Nrf2 PPI -2 and cardiac RTF act 5.
For Cc1ccc(NC(=O)CN(C)C(=O)COc2ncnc3ccc(Br)cc23)cc1 the results were V-ATPase pHluor 3, DSG3 Ab inh 110, Arrestin-AP2 inh -2, MOR-DOR inv ag 2, Cardiac RTF inh -2, Wnt act 2, C-LANA FP -0.9, MOR-DOR ag -0.5, Keap1-Nrf2 PPI -7 and cardiac RTF act -5.
For Cn1nc(CC(=O)NCc2ccc(F)cc2)c2ccccc2c1=O the results were V-ATPase pHluor -4, DSG3 Ab inh 102, Arrestin-AP2 inh 1, MOR-DOR inv ag 2, Cardiac RTF inh -2, Wnt act -5, C-LANA FP -1.1, MOR-DOR ag -0.4, Keap1-Nrf2 PPI -4 and cardiac RTF act 6.
CC(C)=CCOc1ccc([C@@H]2COc3c(ccc4c3C=CC(C)(C)O4)C2)c(O)c1 was read as V-ATPase pHluor -2, DSG3 Ab inh 102, Arrestin-AP2 inh 4, MOR-DOR inv ag -40, Cardiac RTF inh 2, Wnt act -1, C-LANA FP 1.9, MOR-DOR ag 7.3, Keap1-Nrf2 PPI 3 and cardiac RTF act 2.
`COC(=O)[C@H](CCSC)NC(=O)Cn1cnc2c(OCc3ccccc3)ncnc21` gave V-ATPase pHluor -3, DSG3 Ab inh 95, Arrestin-AP2 inh 47, Cardiac RTF inh 0, Wnt act -2, C-LANA FP -1.3, Keap1-Nrf2 PPI 0 and cardiac RTF act -6.
Cc1[nH]c2c(Br)cccc2c1[C@H]1[C@@H](CC#N)C1(C)C was read as V-ATPase pHluor 1, DSG3 Ab inh 105, Arrestin-AP2 inh -8, MOR-DOR inv ag -10, Cardiac RTF inh 6, Wnt act -7, C-LANA FP -1.4, MOR-DOR ag 1.6, Keap1-Nrf2 PPI -3 and cardiac RTF act 0.
